Source: PubChem
Yfh1-off respiration – enhancers of respiration in Yfh1-depleted yeast, dose response, Friedreich's ataxia, plus single-dose screen (AID 1465). 0.074% of 220,000 active. S. cerevisiae Yfh1-off respiration, WST-1 reduction, 72 h; higher fold induction means a stronger effect. fold induction at 50 µM, or EC50 in µM where a hit was titrated;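 active means fold induction of absorbance versus untreated yeast above a set limit, then at least 30% activation at any dose in follow-up; inconclusive means repeats straddling the limit, or above it without dose testing; inactive means fold induction below the set limit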;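 further: activators that raise dye reduction in frataxin-depleted yeast; strong numbers were not always called active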
HIV peptide binding – cell-free HIV fusion peptide-binding blockers – biochemical, uHTS, fluorescence dequenching, primary screen (AID 1986); cell-free peptide binding, fluorescence dequenching, 30 min; higher % means a stronger effect; inhibition, % at 20 µM, or IC50 in µM where a hit was titrated; 0.3% of 290,000 active; in the data active means inhibition mostly above about 52%, no sharp cut-off; inactive means mostly below about 76%; further: some results filed as inactive read as strong as hits
WT yeast gro inh – growth inhibition of WT yeast, mitochondrial fusion screen; mitochondrial fusion phenotypic screen, WT strain; inhibition, % at 10 µM; 2.1% of 190,000 active; in the data active means inhibition above about 58%; tested in S. cerevisiae
AID2073 – inhibitors of Mint1-CaV2.2 protein interaction, biochemical, HTRF (AID 2073) | HTRF protein-protein interaction, Mint1-CaV2.2; higher % means a stronger effect | one-dose inhibition, % at 20 µM; IC50 in µM for titrated hits | 0.19% of 290,000 active; in the data active means inhibition mostly above about 51%, no sharp cut-off; inconclusive means no clear call, values can overlap the other calls; inactive means mostly below about 53%; further: some results filed as inactive read as strong as hits
Ins promoter up – MIN6 insulin promoter up-regulation. MIN6 insulin promoter-GFP reporter, high-content imaging; stronger effect = higher value. 0.3% of 190,000 active. z-score at 5 µM;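 active means z-score above 3 at 5 µM with at least 500 cells counted in the well; inconclusive means wells under 500 cells, flagged as cytotoxic or low count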
b-catenin transl – alters nuclear translocation of beta-catenin in HeLa cells; immunofluorescence imaging; nuclear translocation activity, % at 5 µM; 0.3% of 190,000 active;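 active means nuclear translocation activity above 50% at 5 µM, with a well cell count of 50 or more; inconclusive means wells under 50 cells across six images, flagged as toxic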;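 further: per-cell ratio of nuclear to cytoplasmic median beta-catenin stain intensity; plate controls were DMSO negative control for no effect and GSK-3 inhibitor IX positive control for full effect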
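Technique: fluorescence imaging of beta-catenin antibody stain plus DAPI / Material: human HeLa cell line / Incubation: compound treatment 24 h, 37°C, 5% CO2 / Read-out basis: % activation of per-cell nuclear versus cytoplasmic median beta-catenin signal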
MT stabilizer – microtubule stabilizers in HeLa cells; HeLa tubulin immunostaining HCS, 24 h; share of cells brighter than vehicle mean+2SD; % tubulin-high responders, % at 10 µM; 0.83% of 200,000 active;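 active means plate Z-score above 3 for both tubulin-high and condensed-nucleus cell shares, with cell loss under 80%, at 10 µM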;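 further: anti alpha tubulin signal scored within the nucleus-defined area of each cell; some results filed as inactive read as strong as hits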
Dynein transport – blocks dynein driven cargo transport along microtubules | 3617.4 mouse cells, GR-EGFP nuclear translocation imaging; test concentration mostly 20 µM; stimulated with dexamethasone, 1 µM; stronger effect = lower value | z-score, hits read low | 0.47% of 220,000 active;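 active means plate z-score of nuclear minus cytoplasmic receptor signal below a set negative limit, without overly bright fluorescence or cell loss, cut at about -3.5 in these data, passing the limit was not always enough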;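 further: z-score of nuclear minus cytoplasmic ring GR-EGFP intensity difference per well; some compounds called inactive have numbers as strong as hits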
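medium = tetracycline-free induction medium containing charcoal-stripped FBS | probe or stimulus = dexamethasone, 1.0 µM final | timing = 48 h induction, then 1 h compound, then 30 min agonist, 37 °C | detection = automated 10x imaging of fixed Hoechst-stained cells | read-out basis = nuclear versus cytoplasmic GR-EGFP signal, averaged per well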
Autophagy HCS – autophagy modulation, high-content screen | AID 463193 | calls only at 10 µM (by protocol) | MEF GFP-LC3 puncta imaging; test concentration mostly 10 µM | 0.98% of 190,000 active;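 active means percentage of spot-positive cells more than 3 SD above its plate mean, without a fluorescence outlier flag or 80% toxicity; inconclusive means no clear call, values can overlap the other calls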;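 further: spot-positive cell cutoff set from DMSO-treated cells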
WT yeast gro inh mutant strain – recorded beside WT yeast gro inh, whose call it bears; inhibition, %; mitochondrial fusion phenotypic screen, mutant strain inhibition
Dynein transport cytoplasmic EGFP – further read-out of Dynein transport, marked with its call; z-score; measured here: cytoplasmic GR-EGFP intensity; stronger effect = higher value
Dynein transport nuclear GR-EGFP – further read-out of Dynein transport, marked with its call; z-score; measured here: nuclear GR-EGFP intensity;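 lower value marks the stronger effect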
Dynein transport cell count – recorded beside Dynein transport, whose call it bears; z-score; measured here: cell count per field
Ins promoter up cell count – further read-out of Ins promoter up, marked with its call; cell count; measured here: cytotoxicity, nuclei count;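 total cells summed across four imaged fields per well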
b-catenin transl cell count 5 µM – further read-out of b-catenin transl, marked with its call; cell count; measured here: cell count, cytotoxicity flag
MT stabilizer Hoechst-high % – also measured in MT stabilizer; calls as there; % Hoechst-high responders; measured here: nuclear condensation Hoechst responders;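 share of cells brighter than vehicle mean plus two SD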
MT stabilizer cytotoxicity % – recorded beside MT stabilizer, whose call it bears; toxicity, %; measured here: cytotoxicity by cell density;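 0% = mean cell density of plate MIN control wells and 100% = no cells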
Autophagy HCS cell loss 18 h – also measured in Autophagy HCS; calls as there; toxicity, %; measured here: cell loss, nuclei count;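 cell loss after 18 h compound exposure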
* hit, by the source's call; i = inactive; ? = inconclusive; / = not tested or not shown.

Sequence of screens – Yfh1-off respiration	HIV peptide binding	WT yeast gro inh	WT yeast gro inh mutant strain	AID2073	Ins promoter up	Ins promoter up cell count	b-catenin transl	b-catenin transl cell count 5 µM	MT stabilizer	MT stabilizer Hoechst-high %	MT stabilizer cytotoxicity %	Dynein transport	Dynein transport cytoplasmic EGFP	Dynein transport nuclear GR-EGFP	Dynein transport cell count	Autophagy HCS	Autophagy HCS cell loss 18 h
- CCn1c(CNc2ccc(C)cc2)nnc1SCC(=O)NCc1ccccc1
    i	-0.3%	-9	-10	-1%	-0.63	1423	/	/	1.8	1.2	7.6	-0.62	0.16	0.24	-1.4	i	-1
- COCCOCCn1cnc2ccccc21
    i	-2.1%	-10	-7	0%	/	/	/	/	2.0	2.4	9.2	1.5	-0.19	0.79	-0.28	i	-5
- COc1ccccc1NC(=O)C(=O)NNC(=O)c1ccco1
    i	1.2%	-3	57	-1%	-0.81	1418	4.5	1435	3.8	2.5	9.9	-0.19	-0.12	-0.34	0.38	i	-22
- COc1ccc(NC(=O)c2nc[nH]c2C(=O)N[C@@H](C)c2ccccc2)cc1
    i	-0.5%	/	/	10%	-0.68	1069	-0.3	1288	/	/	/	-0.27	-0.79	-0.19	0.35	/	/
- CCC(CC)C(=O)Nc1cccc(C(=O)NC(C)(C)C)c1
    i	-1.4%	1	9	-4%	0.21	1417	0.8	1516	3.2	3.7	3.8	-0.36	-0.28	0.39	0.49	i	10
- CCc1ccc(Nc2ncc3c(n2)CC(C)CC3=O)cc1 (stereo not drawn)
    i	0.8%	-20	-13	-1%	0.04	1370	-0.9	1113	4.1	1.2	12	-0.12	-0.35	0.13	1	i	11
- CCOC(=O)c1ccccc1NC(=O)c1cccc([N+](=O)[O-])c1
    i	2.5%	13	13	-12%	/	/	0.6	544	3.4	1.8	6.4	-0.67	-0.3	-0.25	0.43	i	17
- COc1ccccc1-c1c(C)oc2cc(OCC(=O)OCc3ccccc3)ccc2c1=O
    i	0.8%	37	6	6%	0.12	1324	-0.4	942	5.1	1.5	7.7	1.6	-0.22	1.4	-2.1	i	10
- O=C(CSc1nc2ccccc2c(=O)n1-c1ccccc1)c1c[nH]c2ccccc12
    i	-1.1%	-15	-24	36%	0.12	1177	/	/	3.6	3.4	2.1	-0.5	-0.25	-0.68	0.87	i	15
- Cc1nn(Cc2ccc(C(=O)Nc3ccccc3C(F)(F)F)o2)c(C)c1Br
    i	-1.2%	36	-5	2%	-0.08	1500	-3.4	1333	3.0	2.9	3.0	0.6	-0.078	-0.31	-0.14	i	0
- Cc1ccc(NC(=O)NC(=O)CN2C(=O)NC3(CCCCCCC3)C2=O)c(C)c1
    i	-1.7%	19	-9	-2%	0.54	1187	0.0	1119	2.0	2.1	13	1.2	-0.2	0.5	-0.48	i	-10
- Cc1ccc(OCc2ccc(C(=O)Nc3nc4ccccc4n3Cc3ccccc3)o2)c([N+](=O)[O-])c1
    i	9.1%	/	/	18%	-0.32	914	-1.1	1151	3.2	2.5	2.7	-0.45	-0.22	0.08	0.63	i	20
- Cn1c(=O)[nH]c(=O)c2c1nc1n2CCCN1CCc1ccccc1
    i	-0.9%	-7	-6	1%	-0.03	1133	-1.1	1198	1.6	1.0	4.6	-0.78	-0.2	-0.31	0.79	i	-15
- Clc1ccccc1CSc1nnc(-c2cccnc2)n1Cc1ccco1
    i	-3.7%	-5	4	14%	1.9	1170	-3.4	707	3.1	1.2	3.4	-1.4	-0.16	-0.97	0.94	i	16
- CCN(CC)S(=O)(=O)c1cccc(-c2nnc(SCCOc3ccccc3C)o2)c1
    i	-0.9%	6	4	15%	-0.88	1078	-0.4	988	1.5	1.7	3.6	0.59	-0.17	0.4	0.092	i	5
- O=C(C1CCCC1)N1CCN=C1SCc1cccc([N+](=O)[O-])c1
    i	-0.4%	4	28	7%	/	/	2.4	1092	1.7	3.2	14	-2.5	0.042	-1.2	0.61	i	10
- COc1ccc(NC(C(=O)Nc2cccc(C(C)=O)c2)c2ccccc2)cc1 (stereo not drawn)
    i	-4.4%	-46	-16	-2%	-0.09	1340	-0.4	932	2.7	4.9	7.4	1.2	-0.28	0.073	-0.38	i	4
- COc1cccc(NC(=O)CCSc2nnc3scc(-c4ccccc4)n23)c1
    i	-0.6%	12	5	-3%	0.44	1149	1.8	503	3.2	1.8	0.8	0.082	0.16	1.2	0.14	i	27
- COc1ccc(N=Nc2ccc(O)c3ncccc23)cc1
    i	-4.8%	/	/	4%	?	/	5.8	873	/	/	/	2.3	-0.61	1.3	-1.9	/	/
- CCc1cc2c(=O)n(-c3ccc(Br)cc3)cnc2s1
    i	-0.2%	-3	2	9%	-1.7	922	-3.7	1256	1.5	1.4	8.4	-0.012	0.0087	0.085	-0.47	i	-17
- COc1cc(CN2CCNC(=O)C2CC(=O)N2CCCCO2)cc(OC)c1 (stereo not drawn)
    i	0.1%	-10	-10	-6%	0.1	1403	0.1	1091	1.9	1.1	2.6	-0.29	-0.22	-0.15	0.39	i	16
- CCC(C)NC(=O)CSc1nc2c(sc(=S)n2Cc2ccco2)c(=O)n1-c1ccccc1 (stereo not drawn)
    i	-1.5%	16	4	-4%	0.2	927	/	/	2.3	1.8	4.6	1.6	-0.24	0.87	-0.08	i	-2
- Cc1cc(C)c2oc(C(=O)N(Cc3ccccc3)C3CCS(=O)(=O)C3)cc(=O)c2c1 (stereo not drawn)
    i	0.1%	/	/	14%	-0.14	1046	0.1	1289	/	/	/	1.4	-0.79	0.32	-0.47	/	/
- CS(=O)(=O)N1CCN(c2ccccc2NC(=O)c2ccc3ccccc3c2)CC1
    i	0.2%	7	-3	22%	/	/	-0.6	1203	3.8	1.9	5.7	-0.11	-0.1	-0.086	-0.93	i	-2
- CCOC(=O)c1[nH]n(-c2ccc(Cl)cc2)c(=O)c1C
    i	6.1%	2	12	0%	0.53	1143	/	/	4.7	1.8	6.2	-0.18	-0.26	-0.45	0.5	i	10
- Cc1cc(C)c(NC(=O)CN2C(=O)NC3(CCOc4ccccc43)C2=O)c(C)c1 (stereo not drawn)
    i	-0.4%	1	13	-7%	0.69	867	3.2	1005	2.1	2.0	10	2.1	-0.17	1.8	-0.64	i	-9
- COc1cc(OC)cc(C(=O)NCCNC(=O)c2ccco2)c1
    i	1.9%	-16	5	2%	-0.06	1231	2.2	892	2.5	2.1	5.7	-0.87	-0.27	-0.68	1.1	i	21
- CCCc1cc(=O)[nH]c(SCC(=O)Nc2ccc(Br)cc2)n1
    i	1.6%	/	/	4%	0.02	1125	0.4	1302	/	/	/	-0.33	-0.18	-0.18	0.6	/	/
- O=C(CSc1nnc(-c2ccccc2)o1)N1CCc2ccccc2C1
    i	3.0%	7	7	4%	0.27	1226	/	/	2.3	2.3	14	3.4	-0.052	2.2	-2.6	i	-2
- CC12CC(NC(=O)N1c1cccc(C(=O)N3CCN(c4ccccc4)CC3)c1)c1ccccc1O2 (stereo not drawn)
    i	1.1%	2	11	6%	0.39	1254	-1.5	1226	3.1	1.9	5.6	-0.092	-0.25	-0.083	0.064	i	1
- CCOC(=O)C1=C(C)N(C2CCCCC2)C(=O)C1
    i	1.7%	-20	-10	11%	0	1218	-0.2	1140	4.3	1.9	12	-0.45	0.55	-0.051	0.099	i	-13
- C/C(=N\NC(=O)NC1CCCCC1)c1ccc(OC(F)F)cc1OC(F)F
    i	-2.2%	15	20	16%	-0.05	1322	-1.9	1132	2.3	2.0	6.0	0.33	-0.38	0.52	0.53	i	-5
- Cc1ccc(-n2c(SCC(=O)NCc3ccco3)nc3c([nH]c4ccccc43)c2=O)cc1
    /	1.2%	11	-19	19%	-0.32	1405	0.7	983	4.9	2.3	14	0.2	-0.19	0.46	-0.34	i	4
- CCC(=O)NCCn1ccc2ccccc21
    i	0.7%	-23	-8	3%	-0.5	1070	-0.4	1115	1.5	4.6	7.0	-1	-0.2	-0.6	-0.06	i	-1
- Cc1ccc(S(=O)(=O)N(CC(=O)NCCSC2CCCCC2)c2ccccc2F)cc1
    i	1.9%	-5	-32	-8%	-0.52	1691	-0.2	1321	0.5	1.0	5.6	0.15	-0.19	0.073	0.045	i	-3
- CSc1nc(C)cc(OCNC(=O)c2cccs2)n1
    /	-3.8%	2	-10	-2%	0.67	1597	-1.4	928	4.2	3.1	5.7	-0.5	0.059	-0.06	1.3	i	9
- COc1c(Cl)cnn(-c2ccc(Cl)c(Cl)c2)c1=O
    i	-0.1%	-10	-2	18%	-1	901	-0.6	1167	4.4	1.8	3.4	-0.75	-0.019	-0.051	-0.71	i	44
- O=C(c1ccccc1)c1ccc(Sc2ccc([N+](=O)[O-])cc2)cc1
    i	-0.8%	/	/	-12%	0.07	1059	-0.4	1308	/	/	/	0.21	-0.3	0.051	0.59	/	/
- C/C(=N\NC(N)=O)c1ccc(-n2ccnc2)cc1
    i	-0.2%	-25	-9	4%	-0.82	1214	1.6	874	3.0	4.4	8.7	-0.65	-0.018	-0.46	-0.024	i	0
